Screening data (PubChem BioAssay)
GPR7 antagonist: GPR7 receptor antagonists, primary screen, cell-based, fluorescence, single concentration. GPR7-expressing cells, fluorescence antagonist assay. inhibition, % at 4.4 µM. hit rate 1.1% among 290,000; in the data active = inhibition above about 16%, passing the limit was not always enough;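 note: cells stimulated with the agonist NPW; 0% = agonist with vehicle and 100% = vehicle without agonist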
Target sequence (P48145 whole entry, looked up): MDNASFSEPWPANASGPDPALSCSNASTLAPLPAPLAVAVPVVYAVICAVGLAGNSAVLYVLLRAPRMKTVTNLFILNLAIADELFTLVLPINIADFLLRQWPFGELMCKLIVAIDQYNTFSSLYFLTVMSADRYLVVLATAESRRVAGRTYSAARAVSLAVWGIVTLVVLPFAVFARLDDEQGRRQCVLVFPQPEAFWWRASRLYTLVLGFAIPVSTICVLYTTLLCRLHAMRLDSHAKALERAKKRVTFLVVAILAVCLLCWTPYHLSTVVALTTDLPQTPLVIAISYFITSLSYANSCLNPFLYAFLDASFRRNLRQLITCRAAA
M1 PAM parental: nonselective calcium activators in parental CHO-K1 cells, primary screen, counter-screen for M1 PAM project, cell-based, Fluo-8 calcium fluorescence, full deck, 1536-well; ATP EC20; 0% at ATP EC20, 100% at ATP max; activation, % at 3 µM; hit rate 0.02% among 360,000;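 active = activation above the run cutoff, the mean activation of all test compounds plus 3 SD, cut at about 40% in these data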;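 note: peak over basal fluorescence ratio in a 140 s read after ATP addition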
V1R ag counter: agonists of human V1a receptor, primary screen, counter-screen for OXTR agonist project, fluorescence, CHO-V1R cells; Fluo-8 calcium fluorescence, agonist mode; 0% DMSO, 100% 3 nM vasopressin; activation, % at 3 µM; hit rate 0.25% among 320,000; AID 2797, 2010;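 active = activation above the mean activation of all tested compounds plus 3 SD, per screening run, cut at about 20% in these data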;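 note: signal is peak over basal fluorescence ratio across a 100 second FLIPR read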
OXTR potentiator: human OXTR potentiators, primary screen, fluorescence, CHO-OTR cells, Fluo-8 calcium. AID 2445, 2010. hit rate 0.061% among 320,000. activation, % at 3 µM. Fluo-8 calcium fluorescence, potentiator mode; 0% = oxytocin EC15, 100% = EC100;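 active = activation above that plate's cutoff, the mean activation of tested compounds plus 3 SD, cut at about 6.6% in these data, passing the limit was not always enough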;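 note: 100% uses oxytocin at 75 nM as the full agonist control; some results filed as inactive read as strong as hits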
Target sequence (P30559 whole entry, looked up): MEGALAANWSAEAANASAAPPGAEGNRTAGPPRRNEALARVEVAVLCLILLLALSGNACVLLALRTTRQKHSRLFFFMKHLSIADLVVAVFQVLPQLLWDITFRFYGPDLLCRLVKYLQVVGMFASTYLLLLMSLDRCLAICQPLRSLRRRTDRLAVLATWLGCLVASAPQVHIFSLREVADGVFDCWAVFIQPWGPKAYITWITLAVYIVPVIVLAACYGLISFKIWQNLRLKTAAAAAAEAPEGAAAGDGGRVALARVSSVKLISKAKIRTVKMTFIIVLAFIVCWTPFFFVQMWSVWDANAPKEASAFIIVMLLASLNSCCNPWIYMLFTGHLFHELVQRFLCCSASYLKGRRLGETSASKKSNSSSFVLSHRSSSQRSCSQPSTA
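Assay system: CHO cell line stably expressing human OTR. Reagent: EC15 oxytocin agonist. Dosing: single dose, 3.0 µM nominal final compound concentration. Timing: compound 6 min at room temperature before oxytocin, 100 s read. Signal: kinetic Fluo-8 calcium fluorescence. Controls: oxytocin EC15 low and EC100 high.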
CHO-K1 Ca antag: counter-screen for M1 antagonists: effect in parental CHO-K1 cells | ATP-induced calcium, Fluo-8 fluorescence | inhibition, % at 3 µM | hit rate 0.6% among 360,000 | AID 602250;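 active = inhibition above a per-plate cutoff, the plate's mean sample inhibition plus 3 SD, cut at about 24% in these data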;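 note: 0% = DMSO plus EC80 ATP and 100% = DMSO alone without ATP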
M1 ag parental: counter-screen for M1 agonists: effect in parental CHO-K1 cells; activation, % at 3 µM; Fluo-8 calcium fluorescence; scaled to maximal ATP response, vehicle zero; hit rate 0.48% among 360,000; in the data active = activation above about 15%;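 note: untransfected CHO-K1 host cells lacking M1 receptor as counterscreen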
CHO parental Ca: ATP-evoked calcium signal inhibitors, parental CHO, primary screen, counter-screen for OX1R antagonist project, cell-based, fluorescence, Fluo-8 calcium dye | parental CHO-K1, ATP-induced calcium, Fluo-8 fluorescence | hit rate 0.63% among 330,000 | inhibition, % at 5.6 µM;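 active = inhibition above that plate's mean sample inhibition plus 3 SD, cut at about 26% in these data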;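 note: 0% = ATP-challenged DMSO wells and 100% = DMSO wells without ATP; some compounds past the cut are filed as inactive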
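Assay system – parental CHO cells · Reagent – ATP stimulus · Detection – intracellular calcium via Fluo-8 no-wash fluorescent dye · Evaluation – percent inhibition of ATP-evoked calcium rise, normalized to controls · Controls – ATP wells versus no-ATP DMSO wells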
OXTR ag: human OXTR agonists, primary screen, fluorescence, CHO-OTR cells, Fluo-8 calcium | activation, % at 3 µM | AID 2435, 2010 | Fluo-8 calcium fluorescence; normalized: DMSO 0%, oxytocin 100% | hit rate 0.32% among 320,000;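 active = activation above the mean of all tested compounds plus 3 SD, cutoff set per screening run, cut at about 20% in these data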;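 note: peak over basal fluorescence ratio from a 100 s FLIPR kinetic read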
TAAR1 antag: human TAAR1 antagonists, primary screen, Fluo-8 calcium fluorescence, CHO RD-HGA16 cells; antagonist; inhibition, % at 3 µM; hit rate 1.5% among 360,000; AID 624466, 2012;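 active = inhibition above a per-plate cutoff, the mean inhibition of test compounds on that plate plus 3 SD, cut at about 49% in these data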;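 note: 0% = DMSO plus EC80 beta-PEA response and 100% = DMSO alone without agonist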
Target sequence (Q96RJ0 whole entry, looked up): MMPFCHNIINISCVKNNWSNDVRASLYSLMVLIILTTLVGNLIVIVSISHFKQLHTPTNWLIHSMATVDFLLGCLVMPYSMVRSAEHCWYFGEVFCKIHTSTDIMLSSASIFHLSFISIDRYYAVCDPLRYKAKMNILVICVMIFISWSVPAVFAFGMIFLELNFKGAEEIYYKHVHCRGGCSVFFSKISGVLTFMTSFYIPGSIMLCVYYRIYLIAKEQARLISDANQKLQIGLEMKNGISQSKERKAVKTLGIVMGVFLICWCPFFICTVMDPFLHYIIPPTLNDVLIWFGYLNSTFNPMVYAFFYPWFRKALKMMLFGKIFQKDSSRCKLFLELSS
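Assay system: RD-HGA16 CHO cells with stable hTAAR1 and Gα16 / Reagent: EC80 β-phenethylamine stimulus / Doses: 3 µM, single point / Timing: dye loading 75 min at 37 °C, then 30 min room temperature / Measured by: Fluo-8 intracellular calcium dye fluorescence, real-time kinetic reads / Controls: vehicle wells and EC80 agonist wells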
* marks the source's active call; other numbers are inactive results; . = not tested or not shown.

SMILES | GPR7 antagonist | M1 PAM parental | V1R ag counter | OXTR potentiator | CHO-K1 Ca antag | M1 ag parental | CHO parental Ca | OXTR ag | TAAR1 antag
OC(CNC1CCCc2ccccc21)COc1c(Cl)cccc1Cl (stereo unspecified) | 3 | 24 | 13 | -13 | -13 | 7.5 | -18 | 9.8 | 10
CN(/N=C/c1ccc(C(C)(C)C)cc1)C1=NCCN1 | -8 | 9 | 1.8 | -5 | -11 | 0.9 | -12 | 2.3 | -31
CC(C)(C)S(=O)N1Cc2cc(CO)cc(-c3ccccc3)c2[C@@H]1CCO (stereo partly specified) | . | 20 | . | . | -10 | 2.3 | . | . | -9
O=C(NCc1ccco1)/C(=C/c1ccccc1)NC(=O)c1ccco1 | 0 | 13 | 0.3 | -2 | -13 | 1.0 | -7 | 1.4 | 10
CC(=O)N[C@@H](Cc1c[nH]c2ccccc12)C(=O)OCC(=O)Nc1ccc2c(c1)OCO2 | . | 1 | . | . | -9 | 0.7 | . | . | 2
CC(=O)NC(Cc1c[nH]c2ccccc12)C(=O)N1CCc2ccccc2C1 (stereo unspecified) | 9 | -5 | 0.1 | -6 | 19 | 0.0 | -6 | 0.4 | 7
O=C(CCC(=O)N(CC(=O)NC1CCCC1)c1ccccc1F)Nc1nccs1 | -2 | 9 | 1.3 | -3 | -5 | 1.0 | -14 | -0.4 | 7
Cc1ccc2c(c1)C1CN(C)CCC1N2C(=O)c1cccc(S(=O)(=O)N2CC(C)CC(C)C2)c1 (stereo unspecified) | -5 | 20 | -1.2 | 3 | -22 | 0.9 | -33 | -1.1 | -26
COc1ccccc1C(=O)NCC(c1cccs1)N1CCc2ccccc21 (stereo unspecified) | . | 0 | -1.4 | -17 | -22 | -0.1 | -27 | -1.4 | 32
C=CCN(CC(=O)NCc1ccc(F)cc1)C(=O)c1csnn1 | -15 | 23 | 1.3 | 2 | -17 | -0.3 | -13 | 0.7 | 10
Cc1cc(NC(=O)CNCC(c2ccccc2)N(C)C)c([N+](=O)[O-])cc1C (stereo unspecified) | -3 | 9 | -0.9 | -5 | -2 | 0.3 | -27 | 0.2 | 0
O=C(c1ccccc1)N(Cc1ccccc1)Cc1ccccc1 | -4 | 27 | -1.1 | 2 | -18 | 0.7 | -18 | -2.0 | -21
CCCc1cc(C(=O)Nc2cccc3ccccc23)n(C)n1 | 2 | 3 | 4.6 | -7 | 7 | 2.8 | -15 | 0.7 | -6
CC1CCC2(CC1)NC(=S)N(c1ccccc1)N2 (stereo unspecified) | 5 | 14 | 0.2 | -8 | -4 | 0.5 | -5 | 1.5 | 4
N#CC1(C#N)C2=C(CCCC2)NC(c2ccccc2)C1(C#N)C#N (stereo unspecified) | -2 | . | 0.8 | -19 | . | . | 0 | 1.4 | .
CC(O)(c1ccccc1)C(c1ccccc1)C1CCCCN1 (stereo unspecified) | -8 | 15 | -1.2 | -5 | -10 | 0.8 | -13 | -1.3 | -9
O=S(=O)(c1ccccc1Cl)N1CCCC1c1nc(-c2ccc(Cl)cc2)no1 (stereo unspecified) | -5 | -6 | 0.8 | -10 | -8 | 0.1 | 3 | 0.1 | 10
COc1ccc(-c2nc(C)c(C(C)=O)n2O)cc1 | -10 | -8 | -0.4 | -6 | -8 | 0.0 | -8 | -0.3 | 1
COc1ccc(N(CC(=O)N2CCCCCC2)S(=O)(=O)c2ccc(OC)c(OC)c2)cc1 | -4 | -3 | 2.9 | -9 | -18 | 0.1 | -18 | -0.1 | 5
COc1ccc(-n2cc(C(=O)c3cc(Cl)ccc3O)cc(C#N)c2=O)cc1 | 3 | -4 | 8.9 | -32 | 10 | 4.6 | 4 | 12 | 4
CCOc1ccc2nc(N3CCC(C(=O)NC4CCCCC4)CC3)sc2c1 | -6 | -4 | 4.5 | 3 | -3 | 2.5 | -25 | 1.6 | -19
COCCNC(=O)Cn1ccc2cc(S(=O)(=O)N3CCCCCC3)ccc21 | 0 | 16 | 0.6 | -6 | -14 | 2.6 | -1 | 0.9 | -8
O=C(C1CCN(S(=O)(=O)c2ccccc2)CC1)N1CCC1 | . | -5 | -0.2 | -5 | -2 | -0.2 | -2 | -0.5 | 17
Cc1nn(C)c(C(=O)NNC(=S)NCc2ccccc2)c1Cl | -5 | 13 | . | . | -4 | 3.1 | . | . | -18
O=S1(=O)CC(N2CCN(Cc3ccccc3F)CC2)CN1Cc1cn(Cc2ccc(C(F)(F)F)cc2)nn1 (stereo unspecified) | . | -14 | . | . | -2 | 8.5 | . | . | -2

An excerpt from above in order of SMILES length, ascending:
SMILES | GPR7 antagonist | M1 PAM parental | V1R ag counter | OXTR potentiator | CHO-K1 Ca antag | M1 ag parental | CHO parental Ca | OXTR ag | TAAR1 antag
CC1CCC2(CC1)NC(=S)N(c1ccccc1)N2 (stereo unspecified) | 5 | 14 | 0.2 | -8 | -4 | 0.5 | -5 | 1.5 | 4
O=C(c1ccccc1)N(Cc1ccccc1)Cc1ccccc1 | -4 | 27 | -1.1 | 2 | -18 | 0.7 | -18 | -2.0 | -21
CCCc1cc(C(=O)Nc2cccc3ccccc23)n(C)n1 | 2 | 3 | 4.6 | -7 | 7 | 2.8 | -15 | 0.7 | -6
Cc1nn(C)c(C(=O)NNC(=S)NCc2ccccc2)c1Cl | -5 | 13 | . | . | -4 | 3.1 | . | . | -18
O=C(C1CCN(S(=O)(=O)c2ccccc2)CC1)N1CCC1 | . | -5 | -0.2 | -5 | -2 | -0.2 | -2 | -0.5 | 17
O=C(NCc1ccco1)/C(=C/c1ccccc1)NC(=O)c1ccco1 | 0 | 13 | 0.3 | -2 | -13 | 1.0 | -7 | 1.4 | 10
N#CC1(C#N)C2=C(CCCC2)NC(c2ccccc2)C1(C#N)C#N (stereo unspecified) | -2 | . | 0.8 | -19 | . | . | 0 | 1.4 | .
O=C(CCC(=O)N(CC(=O)NC1CCCC1)c1ccccc1F)Nc1nccs1 | -2 | 9 | 1.3 | -3 | -5 | 1.0 | -14 | -0.4 | 7
COc1ccc(-n2cc(C(=O)c3cc(Cl)ccc3O)cc(C#N)c2=O)cc1 | 3 | -4 | 8.9 | -32 | 10 | 4.6 | 4 | 12 | 4

Further structures
SMILES | GPR7 antagonist | M1 PAM parental | V1R ag counter | OXTR potentiator | CHO-K1 Ca antag | M1 ag parental | CHO parental Ca | OXTR ag | TAAR1 antag
CCCCOc1ccccc1C1NC(=O)NC(C)=C1C(=O)OCCOC (stereo unspecified) | -3 | 10 | 0.1 | 4 | -8 | 0.2 | -29 | -1.5 | -17
COc1ccc(NC(=O)c2cc(-c3ccccc3)oc2C)cc1 | -10 | -8 | -0.4 | -3 | 13 | -0.6 | -21 | -1.7 | 8
CCOC(=O)CNC(=O)C(NC(=O)C1CCC(C)CC1)C(C)CC (stereo unspecified) | -6 | 5 | -1.0 | -15 | 1 | 0.0 | -10 | -1.1 | -10
O=C(CSc1nc2cc3ccccc3cc2[nH]1)Nc1ccc(F)cc1 | -7 | 5 | 1.4 | -7 | 12 | 2.6 | -5 | 0.6 | -14
Cc1nn(-c2ccccc2)c(C)c1C(=O)OCC(=O)NC12CC3CC(CC(C3)C1)C2 | 1 | 26 | 0.0 | -6 | -14 | 3.4 | -35 | -1.3 | .
Cn1nnc(NC(=S)NC(=O)c2cccs2)n1 | -9 | -5 | -0.2 | -4 | -1 | -0.1 | -7 | -0.6 | -13
CC(C)(CNC(=O)c1ccc(S(=O)(=O)N2CCCC2)cc1)N1CCOCC1 | -4 | 2 | 0.7 | -22 | -22 | 1.0 | -9 | 0.5 | -3
c1ccc(-c2nnsc2-c2ccccc2)cc1 | -13 | 2 | -1.1 | -4 | -14 | 0.8 | -14 | -1.1 | -27
O=C(/C(=C/O)N=Nc1ccccc1)c1cccs1 | -9 | 13 | 0.0 | -4 | -1 | 1.1 | -28 | -0.7 | 1
Cc1ccc(CSCc2ccc(C(=O)O)o2)cc1 | -3 | -4 | -0.7 | -2 | 9 | -0.3 | -3 | 0.1 | 7
CCOC(=O)N1CCN(S(=O)(=O)c2ccc(Br)cc2)CC1 | -7 | 10 | 0.3 | 0 | -6 | 0.5 | -19 | 0.8 | 8
Cc1cc(Sc2nc(NC(C)(C)C)nc(N3CCOCC3)n2)nc(Cl)n1 | -15 | 23 | 0.2 | -1 | -14 | 0.6 | -14 | -0.8 | 2
S=C(NCc1ccc(Cl)cc1)NC1CCN(Cc2ccccc2)CC1 | 25* | 20 | 11 | -13 | -1 | 8.6 | 8 | 19 | 7
O=C(C1CCC(N2C(=O)C3CC=CCC3C2=O)CC1)N1CCCCC1 (stereo unspecified) | -3 | 4 | 0.2 | -1 | -15 | 0.6 | -10 | 1.8 | -14
COc1ccc(N2CCN(C(=O)CCC(=O)N3CC(C)Oc4ccccc43)CC2)cc1 (stereo unspecified) | -1 | 5 | 0.1 | -2 | -1 | 0.8 | -5 | -0.8 | -9
COc1cc2c(c(OC)c1OC)C(c1ccccc1C)CC(=O)O2 (stereo unspecified) | . | 18 | . | . | -10 | 1.0 | -15 | . | 15
Cc1ccc(/C=N/Nc2cn[nH]c(=O)n2)o1 | -5 | 10 | 0.2 | -3 | 12 | -0.5 | 1 | -0.2 | -5
Cc1ccccc1C(=O)N1CCC(C(=O)N(C)CC(=O)Nc2cccc(F)c2)CC1 | -4 | -7 | 0.6 | -5 | -1 | 0.4 | -5 | 0.2 | 1
Cc1oc(-c2ccccc2)nc1CS(=O)CC(=O)NC1CCCCCC1 (stereo unspecified) | -1 | 16 | -0.2 | -10 | 3 | -0.7 | -25 | 1.5 | -15
Cc1noc(NS(=O)(=O)c2ccc(NC(=O)CSc3nc4c(cc3C#N)CCCCC4)cc2)c1C | 0 | -8 | 0.2 | 1 | 2 | 0.1 | -2 | -0.5 | -16
Cc1[nH]c(=O)[nH]c(=O)c1S(=O)(=O)N(CC(C)C)CC(C)C | -2 | -4 | 0.3 | -23 | -15 | 0.2 | 14 | -0.5 | 1
O=C(/C=C/Nc1ccccc1)c1ccc(Cl)cc1Cl | 1 | 14 | 1.5 | -9 | -5 | 2.5 | -17 | 0.6 | -27
CC12C(=O)N(c3ccccc3C(=O)O)C(=O)C1C1C=CC2C1 (stereo unspecified) | -1 | 10 | 0.4 | -1 | -7 | 0.3 | -10 | 0.7 | 4
